tim23-1 inh: growth inhibitors of tim23-1 mutant yeast, primary screen, luminescence, uHTS | S. cerevisiae tim23-1 growth, BacTiter-Glo luminescence, 24 h | hit rate 1.3% among 330,000 | inhibition, % at 20 µM | AID 463212, 2010;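 active means growth inhibition of the mutant yeast at or above 50%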;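 further: temperature-sensitive mutant grown at 25 °C; plate controls were DMSO-treated mutant yeast for no effect and medium wells lacking yeast for full effect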
TIM10 inh: growth inhibitors of isogenic TIM10 control yeast, primary screen, counter-screen for tim10-1 yeast inhibitor project, luminescence, uHTS | S. cerevisiae TIM10 strain growth, BacTiter-Glo luminescence, 24 h | inhibition, % at 10 µM | hit rate 1.4% among 330,000 | AID 463195, 2010;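 active means inhibition of 40% or more at the single tested concentration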;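 further: wild-type TIM10 isogenic control strain grown at permissive 25 °C; 0% = DMSO yeast wells and 100% = minimal medium wells without yeast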
Mdm2 MdmX PPI: inhibitors of human Mdm2-MdmX association, primary screen, cell-based, luminescence, split luciferase, SaOS-2, uHTS; Protein Mdm4 (Homo sapiens) + E3 ubiquitin-protein ligase Mdm2 (Homo sapiens), …; inhibition, % at 8 µM; SaOS-2 split-luciferase Mdm2/MdmX complementation; AID 485346, 2010; hit rate 3% among 330,000;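 active means inhibition of at least 50% at 8 µM in the primary screen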
CXCR6 inh: CXCR6 receptor inhibitors, primary screen, cell-based, beta-arrestin, luminescence, CHO-K1 PathHunter, 1536-well. inhibition, % at 20 µM. AID 602244, 2012. C-X-C chemokine receptor type 6 (Homo sapiens), O00574. hit rate 0.36% among 360,000; in the data active means inhibition above about 34%, passing the limit was not always enough;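 further: antagonist mode with CXCL16 agonist at 10 nM final; 0% = 10 nM CXCL16 with DMSO and 100% = unstimulated wells without agonist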
Target sequence (O00574 whole entry, looked up): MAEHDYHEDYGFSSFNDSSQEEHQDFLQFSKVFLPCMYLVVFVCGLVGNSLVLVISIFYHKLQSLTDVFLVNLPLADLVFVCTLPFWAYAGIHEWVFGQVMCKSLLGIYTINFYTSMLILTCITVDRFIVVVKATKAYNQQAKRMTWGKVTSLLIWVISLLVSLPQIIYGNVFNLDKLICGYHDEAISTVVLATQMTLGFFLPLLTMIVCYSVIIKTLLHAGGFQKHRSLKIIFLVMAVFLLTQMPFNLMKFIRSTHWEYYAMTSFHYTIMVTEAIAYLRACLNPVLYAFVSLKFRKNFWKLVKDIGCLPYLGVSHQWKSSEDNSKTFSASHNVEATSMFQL
APJ agonist: agonists of human apelin receptor APJ, primary screen, CHO-K1 cells, PathHunter beta-arrestin, luminescence; activation, % at 20 µM; hit rate 0.11% among 330,000; P35414; AID 2520, 2010; 0% DMSO wells, 100% apelin;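 active means activation more than six SD over the plate average, tested at 20 µM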;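 further: 0% = DMSO alone and 100% = apelin-13 at 10 nM; some results filed as inactive read as strong as hits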
Target sequence (P35414 whole entry, looked up): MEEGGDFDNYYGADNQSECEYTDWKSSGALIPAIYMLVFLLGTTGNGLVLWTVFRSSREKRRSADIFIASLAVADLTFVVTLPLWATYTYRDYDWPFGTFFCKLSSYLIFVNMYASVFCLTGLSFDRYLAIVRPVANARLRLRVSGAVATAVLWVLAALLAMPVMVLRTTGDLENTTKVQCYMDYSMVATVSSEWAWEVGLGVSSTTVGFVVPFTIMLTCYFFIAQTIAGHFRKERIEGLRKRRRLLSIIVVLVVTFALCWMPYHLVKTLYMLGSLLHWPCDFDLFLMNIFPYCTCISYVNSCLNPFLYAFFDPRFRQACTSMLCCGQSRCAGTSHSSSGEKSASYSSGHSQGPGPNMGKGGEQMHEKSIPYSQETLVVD
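Assay system: engineered CHO-K1 APJ arrestin reporter cells; Amount: 1000 CHO-K1 reporter cells seeded per well; Dosing: one dose, 20 µM compound, 1% DMSO; Times: compound stimulation 90 min at 25 °C, detection 60 min; Measured by: luminescent beta-gal fragment complementation, chemiluminescent substrate; Read-out: APJ–arrestin association signal; Controls: DMSO vs Apelin-13 10 nM.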
UPR CHOP act: activators of apoptotic CHOP UPR arm, primary screen, cell-based, CHO-CHOP luciferase reporter, luminescence, uHTS; UPR activation; percent of tunicamycin response over DMSO baseline; activation, % at 10 µM; hit rate 0.34% among 330,000; AID 449763, 2010;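 active means at 10 µM dose, activation of 40% or more, normalized to positive control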;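 further: 100% = tunicamycin at 10 µg/mL and 0% = DMSO alone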
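Evaluation: % reporter activation, DMSO baseline versus tunicamycin full activation; System: CHO-CHOP luciferase reporter cell line; Input: 500 cells/well; Incubation: 6 h compound treatment, 37 °C; Measured by: Steady-Glo luciferase luminescence; Dosing: one dose, 10 µM in 0.5% DMSO; Buffer or medium: F12 medium, 10% FBS; Benchmarks: positive tunicamycin 10 µg/mL, negative DMSO alone.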
XBP1 UPR activ: activators of adaptive XBP1 UPR arm, primary screen, cell-based, CHO-XBP1 luciferase reporter, luminescence, uHTS; IRE1-XBP1 UPR activation; percent of tunicamycin response, DMSO as zero; activation, % at 20 µM; hit rate 0.33% among 330,000; AID 463104, 2010;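 active means versus positive control, 20 µM dose yields 30% or more activation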;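 further: 100% = tunicamycin at 10 µg/mL and 0% = DMSO only wells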
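incubation = overnight seeding at 37 °C, 6 h compound treatment at 37 °C | assay system = CHO-XBP1 cells stably carrying IRE1-XBP1-driven luciferase reporter | input = 1000 cells per well | detection = luciferase luminescence | dosing = single point, 20 µM final compound, 1% DMSO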
APJ antagonist: antagonists of human apelin receptor APJ, primary screen, CHO-K1 cells, beta-arrestin complementation, luminescence | P35414 | inhibition, % at 20 µM | hit rate 0.32% among 330,000 | AID 2521, 2010;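 active means inhibition above about 40% at 20 µM, limit read from the data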;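 further: cells challenged with 10 nM apelin-13 agonist together with compound; plate controls were apelin-13 plus DMSO wells for no effect and DMSO wells lacking apelin-13 for full effect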
tim10-1 inh: growth inhibitors of tim10-1 mutant yeast, primary screen, luminescence, uHTS; inhibition, % at 20 µM; hit rate 2.2% among 330,000; S. cerevisiae tim10-1 ts strain growth, BacTiter-Glo, 24 h;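 active means inhibition of at least 40%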;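 further: mutant grown at 25 °C; 0% = DMSO wells with yeast and 100% = wells holding no yeast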
An asterisk follows results filed as active; · = no result given.

nr	SMILES	XBP1 UPR activ	UPR CHOP act	tim23-1 inh	TIM10 inh	tim10-1 inh
1	CCOc1ccccc1NC(=O)COC(=O)c1cccc(-c2ccc(OC(C)=O)cc2)c1	5	2.3	11	-32	-3
2	Cc1cc(Cl)ccc1Oc1ccc(C(N)=O)cc1[N+](=O)[O-]	0	1.1	11	-3	27
3	COc1ccc2c(c1)SCC/C2=C\CN1C(=O)CCC1=O	-3	0.8	13	5	3
4	Cc1ccc(S(=O)(=O)Nc2cccc(-c3ccc(N4CCCCCC4)nn3)c2)cc1	0	7.9	16	-2	19
5	O=C(CNc1cccc2ccccc12)c1ccc([N+](=O)[O-])cc1	8	38	28	26	14
6	CCOC(=O)c1cc2sccc2n1CC(=O)O	-2	14	-3	-1	-15
7	Cc1cc2cc(CNC(=O)Nc3cccc(Cl)c3)ccc2n1C	-2	0.4	6	6	-12
8	NC(=O)c1ccc(NC(=O)C2CC(=O)N(c3ccc4c(c3)OCCO4)C2)cc1 (configuration not stated)	-4	-2.0	-5	1	-12
9	CCC(C)NC(=O)c1ccc(CSc2nc3ccncc3n2Cc2ccc(F)cc2)cc1 (configuration not stated)	3	1.8	11	-5	12
10	CN1CCCC(OC(=O)c2ccccc2Br)C1 (configuration not stated)	-2	1.9	1	-1	7

nr	APJ agonist	Mdm2 MdmX PPI	CXCR6 inh	APJ antagonist
1	0	7	-5	-16
2	-2	2	-1	5
3	1	13	2	-6
4	-4	-17	-26	-4
5	1	7	-4	0
6	-3	18	2	6
7	-3	19	7	4
8	-2	11	6	-41
9	0	-4	0	-1
10	1	-5	5	12

Entries of single compounds from above. Order of screens: XBP1 UPR activ	UPR CHOP act	tim23-1 inh	TIM10 inh	tim10-1 inh	APJ agonist	Mdm2 MdmX PPI	CXCR6 inh	APJ antagonist
`NC(=O)c1ccc(NC(=O)C2CC(=O)N(c3ccc4c(c3)OCCO4)C2)cc1` (configuration not stated) reads -4	-2.0	-5	1	-12	-2	11	6	-41
`Cc1cc(Cl)ccc1Oc1ccc(C(N)=O)cc1[N+](=O)[O-]` reads 0	1.1	11	-3	27	-2	2	-1	5

Later entries:
nr	SMILES	XBP1 UPR activ	UPR CHOP act	tim23-1 inh	TIM10 inh	tim10-1 inh
11	CC(C)(C)NS(=O)(=O)c1cccc(S(=O)(=O)c2cccc(S(=O)(=O)NC(C)(C)C)c2)c1	-1	0.2	7	2	10
12	Cc1ccc2c(c1)[C@H]1[C@H](CO2)[C@H](c2ccccc2)[C@]2(C)C(=O)Nc3ccc(Br)cc3C(=O)N12	3	1.4	28	24	18
13	O=S(=O)(Nc1ccc(-c2csc(-c3ccccc3)n2)cc1)c1ccccc1	2	0.7	50*	25	22
14	C/C(COc1ccccc1)=N\NC(=O)c1nnn(-c2nonc2N)c1CSc1ccccc1	3	-2.3	17	11	7
15	O=c1ccc(-c2ccc(S(=O)(=O)Nc3ccc(F)cc3)s2)n[nH]1	-4	-0.2	-7	5	5
16	CC(C)C(C)(C#N)NC(=O)CSc1nc2scc(-c3ccc(F)cc3)c2c(=O)n1Cc1ccccc1 (configuration not stated)	0	1.5	15	14	19
17	COc1ccc(CNC2CCCc3ccccc32)c(OC)c1 (configuration not stated)	-3	-0.3	3	-1	-6
18	CCOC1(OCC)N=C(N)C2(C#N)C(c3ccc(NC(C)=O)cc3)C12C#N (configuration not stated)	-3	0.4	22	7	14
19	O=C(Nc1c2c(nn1-c1ccc(F)cc1)CS(=O)(=O)C2)c1ccc(S(=O)(=O)N2CCOCC2)cc1	1	0.7	12	8	5
20	CCC1(CC)NC(=O)N(CC(=O)OCC(=O)c2cc(C)c(C)cc2C)C1=O	0	0.7	-1	-3	11

nr	APJ agonist	Mdm2 MdmX PPI	CXCR6 inh	APJ antagonist
11	-4	9	·	-3
12	1	48	13	0
13	-1	-2	-5	-10
14	19*	7	-4	-29
15	3	13	-2	-5
16	-3	20	-9	2
17	-3	-16	8	20
18	-4	-5	-10	18
19	-3	-7	-6	20
20	2	23	3	11

Later entries.
nr	SMILES	XBP1 UPR activ	UPR CHOP act	tim23-1 inh	TIM10 inh	tim10-1 inh
21	CCOC(=O)c1c(-n2cnnn2)sc2c1CCCC2	0	1.1	14	-10	8
22	O=C(Nc1nc2ccccc2[nH]1)NC1CCCCC1	-5	1.8	29	20	20
23	O=C(Nc1ccc(Cl)cc1Cl)c1ccc2ncsc2c1	4	5.9	29	17	-1
24	O=C(CCc1ccccc1)NNC(=S)NC(=O)c1ccc(Cl)cc1	2	-0.5	-5	-15	4
25	CC(C)N(C)S(=O)(=O)c1ccc(NC(=O)C2=COCCO2)cc1	5	5.6	22	7	20
26	Cc1ccc(/C=C2/NC(=O)N(c3ccccc3)C2=O)o1	-3	3.4	14	-5	7
27	CC(=O)c1cccc(NCC(=O)Nc2cc(S(=O)(=O)N3CCCCC3)ccc2C)c1	0	1.8	5	-5	-2
28	CCCC(CCC(=O)Nc1ccc(C(=O)OC)cc1)C(=O)O (configuration not stated)	-3	-1.9	-15	-1	1
29	O=C(CC1C(=O)NCCN1Cc1ccccc1C(F)(F)F)NC1CCCCCC1 (configuration not stated)	0	10	2	5	-7
30	CCOC(=O)C1CCCN(C(=O)/C=C/c2ccc(OC)cc2)C1 (configuration not stated)	3	1.0	13	13	26

nr	APJ agonist	Mdm2 MdmX PPI	CXCR6 inh	APJ antagonist
21	-5	-5	3	-9
22	2	-130	-5	-2
23	-7	-91	-18	0
24	-7	29	·	22
25	-1	-16	0	-10
26	-3	-6	23	19
27	-5	-3	4	7
28	3	-2	4	4
29	1	13	-5	-4
30	-3	-24	-8	4

By substructure: the compounds so far containing a Cl atom
nr	SMILES	XBP1 UPR activ	UPR CHOP act	tim23-1 inh	TIM10 inh	tim10-1 inh
2	Cc1cc(Cl)ccc1Oc1ccc(C(N)=O)cc1[N+](=O)[O-]	0	1.1	11	-3	27
7	Cc1cc2cc(CNC(=O)Nc3cccc(Cl)c3)ccc2n1C	-2	0.4	6	6	-12
23	O=C(Nc1ccc(Cl)cc1Cl)c1ccc2ncsc2c1	4	5.9	29	17	-1
24	O=C(CCc1ccccc1)NNC(=S)NC(=O)c1ccc(Cl)cc1	2	-0.5	-5	-15	4

nr	APJ agonist	Mdm2 MdmX PPI	CXCR6 inh	APJ antagonist
2	-2	2	-1	5
7	-3	19	7	4
23	-7	-91	-18	0
24	-7	29	·	22

Other entries.
nr	SMILES	XBP1 UPR activ	UPR CHOP act	tim23-1 inh	TIM10 inh	tim10-1 inh
31	Cc1ccc(NC(=O)CSc2ccc(-c3ccccn3)nn2)cc1F	-3	5.8	15	12	5
32	O=C(c1cccc(F)c1)N1CCN(C(=O)c2cc3ncc(Br)cn3n2)CC1	0	0.5	25	-25	9
33	N#Cc1ccsc1NC(=O)CN1CCOCC1	-1	-1.3	-9	-5	-2
34	CCCN(CCC)CCN1C(=O)C2C(C(=O)Nc3ccc(C)cc3)C3C=CC2(O3)C1C(=O)NC1CCCCC1 (configuration not stated)	-7	2.8	12	-12	4
35	CC(C)(C)c1nn(-c2ccccc2)c2[nH]c(=O)c(CNCc3ccco3)cc12	3	0.2	38	23	36
36	COc1cc(NS(=O)(=O)c2ccc(NC(=S)NC(=O)c3cccs3)cc2)nc(OC)n1	-4	-1.3	6	2	-4
37	CC(C)(C)c1cnnn1-c1ccc(/C=N/Nc2ccc([N+](=O)[O-])cc2)cc1	9	4.2	-4	10	29
38	CCOC(=O)/C(=N\Nc1ccc(OC)cc1)c1csc(Nc2ccccc2)n1	26	1.8	37	34	23
39	Cc1nnc(SCC(=O)NCc2ccc3c(c2)OCO3)[nH]c1=O	-4	-0.8	-15	1	1
40	CCOC(=O)CN(C#N)c1nc(C)cc(C)n1	-1	0.5	3	1	-6

nr	APJ agonist	Mdm2 MdmX PPI	CXCR6 inh	APJ antagonist
31	-6	53*	-5	-21
32	-4	-31	-4	7
33	-8	5	-10	11
34	-1	1	8	-13
35	-5	35	5	12
36	-7	9	13	21
37	1	46	3	4
38	-2	46	-4	13
39	-4	16	-8	3
40	0	8	4	-3

(more compounds)
nr	SMILES	XBP1 UPR activ	UPR CHOP act	tim23-1 inh	TIM10 inh	tim10-1 inh
41	O=C(CC1N=C(Cc2ccccc2)NNC1=O)N/N=C/c1ccc([N+](=O)[O-])cc1 (configuration not stated)	-1	-2.5	1	7	4
42	CCOC(=O)[C@H]1[C@H]2COc3ccc(Cl)cc3[C@@H]2N2C(=O)[C@@H](CO)NC(=O)[C@@]12C	-2	0.4	5	4	4
43	C=CCc1ccc(OCC(O)CN2CCN(Cc3ccc(Cl)cc3)CC2)c(OC)c1 (configuration not stated)	2	1.3	-196	-98	-44
44	O=C(NNc1nc2ccc(Cl)cc2s1)c1cc(-c2cccs2)nc2ccccc12	-1	0.2	52*	19	50*
45	COC(=O)c1cc(C)sc1NC(=O)CSc1ncccn1	-7	-0.7	19	-13	13

nr	APJ agonist	Mdm2 MdmX PPI	CXCR6 inh	APJ antagonist
41	-3	1	-8	-2
42	-2	-20	9	-6
43	-2	32	1	-12
44	-3	53*	11	-13
45	-2	14	1	-2

Screening results (PubChem)

Only part of the results is shown. The share of hits here may be higher or lower than overall.
